High-throughput results as filed in PubChem BioAssay.
TexasRed fluor: Total Fluorescence Counterscreen for Inhibitors of the Interaction of Thyroid Hormone Receptor and Steroid Receptor Coregulator 2. TRb/SRC2 Texas Red total fluorescence interference. Potency, µM (titrated, usually from 106 µM), for inactives: at the top dose fluorescence change, negative = quenching. 280,000 compounds, 0.29% hits. AID 1479, 2009; active = well fitted curve in either direction with a large enough effect; inconclusive = small, poorly fitted or top-dose-only effect; note: % is set by controls: 0 for no effect and ±100 for the full control effect
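Human TRb ligand-binding domain at 0.6 uM with 20 nM Texas Red SRC2 peptide in Tris buffer containing 1 uM T3 and 5% DMSO, incubated with compound 5 h at ambient temperature. Total fluorescence (555/632 nm) calculated as parallel + 2 × perpendicular.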
ALDH1A1 inh: qHTS Assay for Inhibitors of Aldehyde Dehydrogenase 1 (ALDH1A1); AID 1030, 2008; Aldehyde dehydrogenase 1A1 (Homo sapiens), P00352; Purified ALDH1A1, NADH fluorescence, propionaldehyde substrate; 220,000 compounds, 7.3% hits; Potency, µM (titrated, usually from 75.3 µM), inactives show at the highest dose activity, negative = inhibition, most hits filed as inhibitors; active = well fitted inhibition curve with a large enough effect, not every such curve was filed as active; inconclusive = small, poorly fitted or top-dose-only effect, or another doubt; inactive = no such curve, though single readings can be large or run the other way;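 note: plate controls were no enzyme wells and a reference inhibitor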
GoLoco inh red: qHTS Assay for Inhibitors of RGS12 GoLoco Motif Activity (Red Fluorophore); Guanine nucleotide-binding protein G(i) subunit alpha-1 (Homo sapiens), P63096; Gai1:RGS12 GoLoco peptide FP, rhodamine, 10 min; Potency, µM (doses to about 61.6 µM), inactives show at the highest dose activity, negative = inhibition, hits mostly inhibitors; 230,000 compounds, 0.44% hits; active = well fitted inhibition curve with a large enough effect, not every such curve was filed as active; inactive = no such curve, though single readings can be large or run the other way; note: % is set by controls: 0 for no effect and ±100 for the full control effect; nearly all actives have a fitted effect of over 30% in size; many of its hits are not listed in these tables
Target sequence (P63096 whole entry, looked up): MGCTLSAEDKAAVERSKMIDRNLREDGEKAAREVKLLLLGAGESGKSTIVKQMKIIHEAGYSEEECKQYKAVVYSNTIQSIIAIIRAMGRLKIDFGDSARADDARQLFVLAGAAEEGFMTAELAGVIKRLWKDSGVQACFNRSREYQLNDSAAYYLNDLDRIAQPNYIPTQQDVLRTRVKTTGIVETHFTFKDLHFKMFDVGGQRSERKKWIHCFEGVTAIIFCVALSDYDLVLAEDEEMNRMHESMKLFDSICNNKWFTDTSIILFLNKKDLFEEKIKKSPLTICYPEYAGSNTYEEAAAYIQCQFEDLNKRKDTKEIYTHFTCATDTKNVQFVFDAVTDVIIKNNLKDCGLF
SMN2 splice enh: qHTS Assay for Enhancers of SMN2 Splice Variant Expression | 210,000 compounds, 2.8% hits | Potency, µM (titrated, usually from 46.1 µM), without a hit: at the highest dose activity change, positive = activation, actives largely listed as activators | HEK293 SMN2-luciferase splicing reporter, luminescence, 30-36 h; note: % of control where 0% means no effect; nearly all actives have a fitted effect of over 55% in size
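HEK293 cells carry an SMN2 minigene-luciferase reporter in which exon 7 inclusion puts luciferase in frame. Cells were seeded at 2000 cells/well, attached for 10-12 hours, then exposed to compounds for 30-36 hours at 37C before ONE-Glo luminescence.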
Lamin A splicing: qHTS Assay for Modulators of Lamin A Splicing | AID 1487, 2009 | 200,000 compounds, 0.01% hits | HeLa LMNA splicing GFP/RFP minigene ratio, 48 h | Potency, µM (highest dose often 46.1 µM), without a hit: top-dose ratio change, negative = inhibition, hits mostly inhibitors; active = well fitted inhibition curve with a large enough effect in the signal ratio, with a control signal flat, not every such curve was filed as active; inconclusive = small, poorly fitted or top-dose-only effect, or effect the other way, or a change in a side signal; the % refers to the signal ratio; note: % is set by controls: 0 for no effect and ±100 for the full control effect
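Read-out is the ratio of GFP to DsRed2 object intensity, acquired by 488 nm laser-scanning cytometry on HeLa lamin A-EGFP minigene reporter cells. Compound incubation 48 hrs at 37 °C in Opti-MEM with 2% FBS; DMSO 0.5% final.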
RECQ1 helicase: qHTS Assay for Inhibitors of RecQ-Like Dna Helicase 1 (RECQ1). Potency, µM (doses to about 57.3 µM), without a hit: at the top dose activity, negative = inhibition, most hits filed as inhibitors. RECQ1 DNA unwinding, red fluorescence kinetic read. AID 2549, 2010. 240,000 compounds, 0.54% hits. ATP-dependent DNA helicase Q1 (Homo sapiens), P46063;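 note: plate controls were vehicle for no effect and no enzyme for full effect; nearly all actives have a fitted effect of over 30% in size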
Target sequence (P46063 whole entry, looked up): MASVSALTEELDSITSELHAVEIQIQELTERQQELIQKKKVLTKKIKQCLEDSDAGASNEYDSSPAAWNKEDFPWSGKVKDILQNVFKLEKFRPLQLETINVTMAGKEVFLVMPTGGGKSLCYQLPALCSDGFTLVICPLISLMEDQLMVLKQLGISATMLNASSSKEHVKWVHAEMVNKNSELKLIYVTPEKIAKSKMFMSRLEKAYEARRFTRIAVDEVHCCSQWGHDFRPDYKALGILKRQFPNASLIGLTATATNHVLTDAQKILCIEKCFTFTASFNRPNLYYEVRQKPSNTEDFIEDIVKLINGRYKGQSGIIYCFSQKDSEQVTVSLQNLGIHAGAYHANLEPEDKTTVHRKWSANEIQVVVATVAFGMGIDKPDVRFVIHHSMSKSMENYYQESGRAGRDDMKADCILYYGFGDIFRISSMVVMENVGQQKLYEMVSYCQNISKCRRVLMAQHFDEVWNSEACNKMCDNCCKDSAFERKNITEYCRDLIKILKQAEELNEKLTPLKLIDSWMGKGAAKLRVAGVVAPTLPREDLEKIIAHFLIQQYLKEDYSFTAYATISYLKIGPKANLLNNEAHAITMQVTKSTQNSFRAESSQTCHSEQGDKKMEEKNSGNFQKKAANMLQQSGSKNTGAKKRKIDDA
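RECQ1T1 50 nM; forked duplex (20 bp + 30-nt ss tails) 200 nM, ATP 2 mM final; pH 8.0, 2 mM MgCl2, 2.5 ug/ml poly(dI-dC); 15 min compound preincubation; discontinuous kinetic read over 2 h at RT.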
TRb-SRC2 inh: qHTS for Inhibitors of the Interaction of Thyroid Hormone Receptor and Steroid Receptor Coregulator 2; TRbeta-SRC2 peptide binding, fluorescence polarization; receptor liganded with 1 µM T3; 280,000 compounds, 0.065% hits; AID 1469, 2008; Potency, µM (top dose mostly 106 µM), for the others: at the highest dose activity change, negative = inhibition, hits mostly inhibitors;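 note: plate controls were bound peptide for no effect and peptide without receptor for full effect; nearly all actives have a fitted effect of over 50% in size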
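Human TRb ligand-binding domain (0.6 uM) is mixed with 20 nM Texas Red SRC2 peptide and 1 uM T3; after compound addition and 5 hr at ambient temperature, polarization is measured and normalized to unbound and bound controls.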
KDM4E inh: qHTS Assay for Inhibitors of Human Jumonji Domain Containing 2E (JMJD2E); JMJD2E catalytic domain, FDH-coupled NADH fluorescence (FDH is formaldehyde dehydrogenase); Lysine-specific demethylase 4E (Homo sapiens), B2RXH2; AID 2147, 2009; 230,000 compounds, 1.6% hits; Potency, µM (highest dose often 57.1 µM), for inactives: top-dose activity change, negative = inhibition, actives largely listed as inhibitors; active = well fitted inhibition curve with a large enough effect, not every such curve was filed as active; inconclusive = small, poorly fitted or top-dose-only effect, or another doubt; inactive = no such curve, though single readings can be large or run the other way;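 note: 0% = wells with enzyme and -100% = buffer wells without enzyme; nearly all actives have a fitted effect of over 50% in size; many of its hits are not listed in these tables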
* hit, by the source's call; i = inactive; u = inconclusive; x = not tested or not shown; [ ] = another dose, or the depositor's remark. Unless noted, calls come from the whole dose curve; as a rule, active = well fitted curve in the direction sought with a large enough effect; inconclusive = small, poorly fitted or top-dose-only effect, or another doubt; inactive = no such curve, though single readings can be large; an effect the other way counts as inactive or inconclusive. Potency is the fitted concentration of half-maximal effect. Some of the compounds tested; count on the stated rates, not on these rows.

SMILES	TexasRed fluor	ALDH1A1 inh	GoLoco inh red	SMN2 splice enh	Lamin A splicing	RECQ1 helicase	TRb-SRC2 inh	KDM4E inh
O=C(CN1CCCCC1)Nc1cccc([N+](=O)[O-])c1	0.1%	3.7%	2.6%	-3.6%	19.3%	u	-12.7%	9.0%
COc1ccc(/C=N/NC(=O)CCc2c(C)n[nH]c2C)cc1OC	-1.8%	u	-20.4%	-19.5%	-2.2%	9.9%	-4.1%	-18.3%
CCN(CC(=O)Nc1ccc(N2CCOCC2)cc1)CC(=O)NC(C)(C)C	-7.6%	1.7%	2.0%	11.6%	x	-10.1%	-3.7%	-1.3%
Cc1nnc(SCCn2c(N3CCCC(C)C3)nc3c2c(=O)n(C)c(=O)n3C)s1 (configuration not stated)	-4.3%	u	-1.1%	-22.9%	-3.1%	0.2%	-7.9%	3.8%
CC[N+](C)(CC)CCC/C(=N/O)C(O)(c1ccccc1)c1ccccc1	0.0%	x	-26.9%	x	x	-2.6%	-4.3%	-6.9%
O=C(COc1ncnc2scc(-c3ccc(F)cc3)c12)NCc1ccco1	0.3%	u	149.6%[activator]	-16.0%	13.6%	2.9%	6.8%	u
CCN(CC)Cc1cc2ccccc2c2c1COC2	0.8%	-1.4%	3.7%	-30.2%	2.6%	i	-3.4%	-11.8%
COC(=O)/C(=C/Nc1ccc(O)cc1)[N+](=O)[O-]	4.4%	-1.5%	-6.1%	1.8%	-17.6%	-25.9%	u	u
COc1cccc(NC(=O)N2CCCC(C(=O)NCc3ccc(F)cc3)C2)c1 (configuration not stated)	-6.4%	u	8.3%	8.3%	-6.6%	-2.6%	-0.9%	7.6%
O=C(c1ccco1)N1CCN(C(=O)N2CCCC2)CC1	2.8%[53 µM]	5.0%	8.4%	x	x	-9.9%	11.8%[53 µM]	0.1%
COc1ccc(N(CC(=O)Nc2ccc3c(c2)OCO3)S(=O)(=O)c2ccc(F)cc2)cc1	0.2%	-1.9%	-15.0%	u	13.2%	0.3%	4.8%	1.5%
O=C(C1CCCN(S(=O)(=O)c2ccccc2)C1)N1CCCCCC1 (configuration not stated)	-0.5%	-1.9%	-16.9%	-25.0%	u	-0.7%	0.0%	2.3%
CC(=O)Nc1ccc(S(=O)(=O)NNC(=O)COc2ccc(C)cc2)cc1	2.3%	10.5%	5.9%	-11.6%	8.6%	i	-1.6%	4.0%
C/C(Cc1ccccc1)=N\NC(=O)CNC(=O)c1ccccc1	5.5%	9.1%	-1.9%	9.8%	-2.2%	-2.9%	4.5%	20.3%
O=C(O)c1nnn(-c2cc(C(F)(F)F)cc(C(F)(F)F)c2)c1-c1ccccc1	-1.5%	u	9.9%	x	5.0%[46 µM]	0.7%	-1.7%	-0.1%
CN1CCN(CC(=O)Nc2ccc(OCc3ccccc3)cc2)CC1	-4.3%	u	11.3%	7.1%	17.7%	-3.9%	-4.1%	-4.6%
O=C(Nc1ccc(Cl)cc1)OCc1cn(-c2ccccc2)nn1	-1.9%	6.9%	1.4%	-3.7%	23.3%[46 µM]	-5.2%	-0.7%	-1.7%
CC(C)=C1C2CCC1C1C(=O)N(NC(=O)COc3ccc(Cl)c(C)c3)C(=O)C21 (configuration not stated)	1.5%	0.4%	5.9%	-2.3%	-25.7%	i	-7.8%	7.9%
O=c1/c(=C/c2ccccc2)sc2nnc(-c3cccs3)n12	-2.7%	x	1.4%	x	x	-8.9%	-4.5%	6.4%
CCOc1ccc(C(=O)/C=C/Nc2ccc(S(=O)(=O)N=C(N)N)cc2)cc1	-3.4%	u	-3.4%	22.6%	14.6%	i	5.2%	3.0%
c1ccc2oc(SCc3cn4ccsc4n3)nc2c1	1.8%	-11.8%	-11.4%	u	10.8%	i	-20.6%	-6.6%
Cc1cccc(N(CC(=O)Nc2ccc(-c3nc4ccc(C)cc4s3)cc2)S(C)(=O)=O)c1	-0.4%	u	10.4%	10.7%	9.0%[0.0737 µM]	-2.5%	-1.3%	u
C=CCn1c(N)c(C(=O)NCC2CCCO2)sc1=S (configuration not stated)	-0.1%	4.1%	8.1%	4.0%	6.1%	9.0%	-2.3%	5.3%
Cc1ccc(C)c(C(=O)Cn2ncc(Cl)c(Cl)c2=O)c1	0.8%	14.1µM*	11.1%	18.1%	u	i	-6.1%	11.2%
COc1ccccc1CCn1cnc2c3cc(C)ccc3n(C)c2c1=O	0.7%	u	8.9%	-24.8%	u	-11.6%	6.9%	u
CC(CCc1ccccc1)NC(=O)COc1cc(F)ccc1[N+](=O)[O-] (configuration not stated)	-7.1%	u	1.9%	x	x	-2.6%	-0.7%	-6.1%
O=C(Nc1ccccc1)N1CCN(C(=O)Nc2ccccc2)CC1	-1.3%	1.9%	-11.1%	9.5%	-5.6%[9.22 µM]	-7.6%	6.1%	-1.6%
CN(C)c1ccc(C=NCCC2(c3ccccc3)CCOC(C)(C)C2)cc1 (configuration not stated)	-1.7%	x	5.3%	x	x	-1.1%	2.3%	-7.5%
CC1S/C(=N\N=C\c2cccc([N+](=O)[O-])c2)N(C(C)(C)C)C1=O (configuration not stated)	-6.6%	x	-0.3%	x	x	22.4%	1.5%	-0.1%
COc1ccc(C(=NNc2ccccc2C(=O)O)c2ccc(OC)cc2)cc1	-4.7%	u	5.7%	6.8%	u	u	4.7%	-1.1%
CCCc1cc2c(cc1NC(=O)c1ccc(C(C)(C)C)cc1)OCO2	10.9%	u	-21.1%	u	u	-5.5%	0.3%	-1.3%
Cc1ccc(S(=O)(=O)NC(CC(=O)NC2CCCC2)c2ccco2)cc1 (configuration not stated)	3.0%	14.1µM*	-7.0%	19.3%	-5.1%	8.2%	6.9%	1.6%
COc1ccc(C(=O)NC2CCN(C(=S)Nc3cc(C)cc(C)c3)CC2)cc1	-1.9%	0.2%	-3.2%	2.5%	-11.0%	5.3%	5.6%	10.9%
COc1cccc(C(=O)Oc2cc(-c3ccccc3)no2)c1	0.9%	2.9%	-6.0%	-0.2%	8.0%	-0.6%	-9.8%	-2.1%
Cc1[nH]c(=O)[nH]c(=O)c1S(=O)(=O)N1CCCC(C(=O)NCCc2ccc(Cl)cc2)C1 (configuration not stated)	1.2%	-1.2%	7.4%	u	2.2%	-13.7%	1.4%	1.1%
O[C@H](CCCN1CCN(c2ncc(F)cn2)CC1)c1ccc(F)cc1	-1.7%	-3.3%	5.4%	x	x	12.5%	-7.5%	u
O=C(Nc1ccc(Nc2ccncc2)cc1)c1ccc(Nc2ccnc3ccc([N+](=O)[O-])cc23)cc1	-27.9%	x	-7.8%	x	x	-22.7%	-8.7%	-10.6%
O=C(CCN1C(=O)C2C3CCC(C3)C2C1=O)Nc1ccc(Br)cc1 (configuration not stated)	-0.9%	u	11.4%	1.2%	u	-4.7%	3.2%	-4.1%
CCc1c(C)nc2ncnn2c1N1CCC(C(=O)Nc2cccc(C(C)=O)c2)CC1	-1.6%	0.0%	6.5%	-15.5%	10.9%	i	-8.1%	-7.7%
CCOC(=O)N1CCC(NS(=O)(=O)c2ccc(C#N)cc2)CC1	2.5%	x	5.8%	x	x	-2.8%	-2.6%	-2.6%
CCCC(=O)NCCCc1nc2ccccc2n1CC	-4.1%	-3.0%	8.3%	-7.0%	-6.9%	i	0.3%	-0.8%
CCN(CC)S(=O)(=O)c1ccc(N2CCCCC2)c(NC(=O)c2ccncc2)c1	-6.0%	11.2µM*	5.5%	0.5%	-4.3%[46 µM]	i	-5.2%	9.2%
CC(CCC(=O)Nc1nncs1)C(=O)O (configuration not stated)	0.1%	-0.3%	8.1%	25.0%	u	-5.1%	-9.3%	7.0%
CN(C)c1nc(-c2ccccc2)nnc1C(F)(F)F	-2.0%	8.3%	10.3%	-4.9%	10.0%	0.1%	0.4%	9.4%
Nc1ccc(C(=O)OCC(=O)N2CCN(C(=O)c3ccco3)CC2)cc1[N+](=O)[O-]	0.159µM*[quencher]	2.6%	-10.4%	20.3%	-4.7%	-7.2%	-12.1%	4.9%
S=C(NCc1ccc(Cl)cc1)NC1CCCCC1	-2.8%[53 µM]	-4.0%	0.5%	18.1%	u	-10.8%	8.5%[53 µM]	11.8%
Oc1ccc(-c2nncn2-c2ccccc2)cc1	-0.9%	-7.6%	5.8%	-20.7%	x	5.9%	6.9%	0.2%
Cc1ccc(-c2nnn(CC(=O)Nc3cccc4c3CCCC4)n2)o1	-1.0%	1.7%	-1.3%	-9.7%	-8.2%	-3.3%	-3.8%	8.9%
